Lipid droplet = hepatic lipid droplet formation modulation; AML12 mouse hepatocytes, oleate lipid droplets, BODIPY imaging; inhibition, % at 6.5 µM; AID 1656; 240,000 tested, 0.4% active;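 active means lipid droplet intensity inhibited by at least 50%, with more than 500 cells counted; inconclusive means wells with under 300 cells, treated as cytotoxic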
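Material – AML12 mouse liver cells · Also added – oleate loading, 100 µM · Compound dosing – 6.5 µM single-point dosing · Times – overnight treatment with compound plus oleate · Measured by – fluorescence imaging, 20x objective, two fields per well · Read-out – percent inhibition of filter-corrected integrated lipid droplet intensity per well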
ER stress rescue = rescue of cells from ER stress-induced death, primary screen, 384-well, CSM14.1, thapsigargin, ATP luminescence (AID 1222). cellular ATP content (survival), % at 20 µM; hits with a dose series show EC50 in µM. CSM14.1 thapsigargin-induced death rescue, ATP luminescence; higher % means a stronger effect. 190,000 tested, under 10 active;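 active means EC50 below 50 µM in the dose-response confirmation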;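 further: death triggered by thapsigargin at about 15 µM added after 2 h compound pretreatment; cell ATP read after overnight thapsigargin exposure of roughly 18 to 22 hours; normalized against plate controls of thapsigargin alone and 5% DMSO vehicle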
TNAP activation fold = stimulation of alkaline phosphatase TNAP activity – biochemical, luminescent, no phosphate acceptor, uHTS, primary screen (AID 1001); 200,000 tested, 0.03% active; activation fold at 20 µM; hits with a dose series show EC50 in µM; purified TNAP, luminescent activation assay, no phosphate acceptor; higher activation fold means a stronger effect; in the data active means activation fold from about 3, or a potency from the dose series; inactive means the rest, 99 in 100 with activation fold below about 1.6; further: many of its hits are not listed in these tables
Myeloid diff MLP = promotes myeloid progenitor differentiation. 360,000 tested, 1% active. calls only at 10 µM. AID 624256. ER-HoxA9 myeloid progenitors, lysozyme-GFP differentiation, flow cytometry;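 active means normalized GFP-positive differentiation at or above the plate's own cutoff, the solvent-only control mean plus 3 SD; inconclusive means no clear call, values can overlap the other calls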;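 further: cells exposed to compound for four days before flow analysis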
PMI inhibitors = MPI enzyme activity inhibition – biochemical, fluorescence intensity, coupled assay, primary screen (AID 1209); one-dose inhibition, % at 20 µM; IC50 in µM for titrated hits; 190,000 tested, 0.42% active; purified PMI enzyme, coupled fluorescence intensity; higher % means a stronger effect;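 further: plate controls were DMSO vehicle for no effect and wells lacking substrate for full effect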
WT yeast gro inh = growth inhibition of WT yeast, mitochondrial fusion screen. mitochondrial fusion phenotypic screen, WT strain. inhibition, % at 10 µM. 190,000 tested, 2.1% active. AID 1362; in the data active means inhibition above about 58%; tested in S. cerevisiae
UTI89 phage lysis = protection from phage-mediated lysis, alamar blue read-out – E. coli UTI89, K1F phage, bacterial capsule biogenesis inhibitors (AID 488966); E. coli UTI89 K1F phage lysis, alamar blue, 2 h; higher % means a stronger effect; inhibition, % at 100 µM; hits with a dose series show IC50 in µM; 340,000 tested, 0.02% active;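 active means phage lysis inhibition, versus mean bacterial control, above a set limit; inconclusive means no clear call, values can overlap the other calls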;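 further: capsule biogenesis inhibitors block K1F phage lysis so surviving cells raise fluorescence; higher fluorescence means more inhibition of phage lysis; actives were called in the ten point dose series up to 300 µM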
M1AAP inhibition = P. falciparum M1AAP inhibitors, biochemical, fluorogenic H-Leu-NHMec substrate, 1536-well (AID 1445); one-dose inhibition, % at 30 µM; IC50 in µM for titrated hits; recombinant M1AAP, H-Leu-NHMec fluorogenic kinetic assay; higher % means a stronger effect; 220,000 tested, 0.42% active;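 active means primary inhibition above the hit cutoff, then over 50% inhibition at one or more dose response concentrations, cut at about 23% in these data, passing the limit was not always enough; inconclusive means conflicting primary data, or primary hits not chosen for dose response; inactive means low primary inhibition, or under 50% at every dose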;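 further: plate controls were DMSO full reaction for no effect and no enzyme background for full effect; strong numbers were not always called active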
PMI inhibition = MPI inhibition at elevated mannose 6-phosphate – biochemical, fluorescence intensity, high mannose 6-phosphate, primary screen (AID 1220); inhibition, % at 20 µM, or IC50 in µM where a hit was titrated; 190,000 tested, 0.66% active; recombinant PMI enzyme, coupled fluorescence intensity; higher % means a stronger effect
WT yeast gro inh mutant strain = second read-out of WT yeast gro inh, no call of its own (marks repeat the call); inhibition, %; mitochondrial fusion phenotypic screen, mutant strain inhibition
Lipid droplet cells 6.5 µM = also measured in Lipid droplet; calls as there; cell count; measured here: cell count, cytotoxicity flag;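 cells counted across two imaged fields per well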
Myeloid diff MLP GFP+ MAC1+ % = recorded beside Myeloid diff MLP, whose call it bears; GFP+ MAC1+ double positive, %; measured here: differentiation confirmed by MAC1 staining
Numbers without * were called inactive; i = inactive; ? = inconclusive; / = not tested or not shown; [ ] = dose if it differs, or a comment. Unless noted, no stated cut-off is given here; in the data, active means inhibition above about 50%; inactive means the rest.

smiles	Lipid droplet	Lipid droplet cells 6.5 µM	ER stress rescue	TNAP activation fold	Myeloid diff MLP	Myeloid diff MLP GFP+ MAC1+ %	PMI inhibitors	WT yeast gro inh	WT yeast gro inh mutant strain	UTI89 phage lysis	M1AAP inhibition	PMI inhibition
CCCn1nc2cc(C(=O)NCC34CC5CC(CC(C5)C3)C4)ccc2c1OCC	/	/	-1.6%	1	i	0.0	-5%	36	29	0.3%	0%	-17%
CCOC(=O)N1CCN(C(=O)CCC2CCCC2)CC1	6	702	-0.5%	1.1	i	0.1	3%	3	7	0.3%	7%	5%
CCC(=O)N1C(C(=O)O)CSC1c1ccc(OC)cc1 (stereo unspecified)	/	/	1.4%	1.1	i	1.6	2%	13	10	6.3%	-2%	9%
COc1cc(C(=O)N2CC(C)OC(C)C2)c([N+](=O)[O-])cc1OC (stereo unspecified)	24	668	-1.1%	1	i	8.0	11%	10	16	1.5%	11%	11%
CC(C)n1nc(C(=O)Nc2nnc(SCc3c(Cl)cccc3Cl)s2)c2ccccc2c1=O	-10	711	3.3%	1	i	0.8	7%	5	8	8.7%	-3%	1%
O=C(CSc1nnc(-c2ccccc2)n1C1CCCCC1)Nc1ccc(S(=O)(=O)Nc2ccccn2)cc1	/	/	1.2%	1.1	i	0.8	15%	-2	-21	0.0%	2%	5%
Cc1ccc([N+](=O)[O-])cc1S(=O)(=O)Nc1ccccn1	22	705	-0.3%	1.1	i	0.4	-16%	-7	-18	0.4%	8%	-8%
CCn1c(C)c(C(C)=O)c(N2CCN(C(=O)c3ccco3)CC2)nc1=S	8	788	-1.7%	1.1	i	2.0	3%	-6	-3	3.9%	-1%	2%
O=C(Nc1ccccc1)N(Cc1ccccc1)C1=NCCS1	/	/	-1.9%	1.1	i	1.0	10%	-9	16	1.1%	-1%	12%
Cc1ccc(S(=O)(=O)C2(C(=O)N3CCN(C4CCCCC4)CC3)CC2)cc1	7	693	-0.5%	1.1	i	8.8	-12%	-11	10	0.6%	1%	-12%
O=C(C1CCC1)N1CCc2cc(S(=O)(=O)NCc3ccccn3)ccc21	-1	803	-0.8%	1.1	i	2.6	-4%	-15	-10	0.3%	7%	-4%
Cc1ccc(S(=O)(=O)n2nc(C)cc2C)cc1	-6	743	-4.3%	1.1	i	1.4	-7%	2	-3	-0.1%	7%	-5%
O=C(CCC1CCCCC1)NCCN1C2=NC[C@@H](Cc3ccccc3)N2C[C@H]1Cc1ccc(O)cc1	-13	669	-3.0%	1.2	i	2.0	6%	-3	-7	0.8%	0%	-1%
N#Cc1c2n(c3c(=S)nc[nH]c13)CCCCC2	/	/	-3.5%	1	i	1.1	7%	14	-10	0.1%	4%	2%
COc1ccc(S(=O)(=O)Nc2ccccc2SC)cc1C	-4	651	0.6%	1.1	i	0.9	3%	23	19	-0.2%	1%	-4%
Cc1ccc(OCC(=O)N/N=C/c2cn(Cc3ccccc3)c3ccccc23)cc1	-34	689	-0.3%	1	i	0.7	-18%	28	-11	0.4%	10%	-28%
CC1CCCC(NC(=S)NC(=O)c2cncc(Br)c2)C1C (stereo unspecified)	-13	643	-1.0%	1	i	1.1	8%	62*	55*	4.1%	4%	8%
Cc1ccc(CC(=O)NCc2ccc(Cl)cc2)cc1	-43	525	-1.3%	1.1	i	0.6	6%	1	4	0.1%	3%	7%
CCOC(=O)c1c(NC(=O)COC(=O)c2ccncc2)sc(C)c1C	4	630	-1.2%	1	i	0.7	-8%	3	34	0.3%	-1%	-15%
CC(C)(C)NC(=O)Nc1ccc(Br)cc1	-7	662	-1.5%	1	i	0.6	7%	1	-1	0.1%	4%	2%
COC(=O)[C@@H](Cc1c[nH]c2ccccc12)NC(=O)c1cc(=O)[nH]c2ccccc12	-2	716	/	/	i	0.1	/	/	/	0.3%[50 µM]	4%	/
O=C(NC1CCCC1)C(c1cccnc1)N(C(=O)c1csnn1)C1CCCC1 (stereo unspecified)	-6	746	-2.8%	1.1	i	1.4	-2%	0	8	0.2%	8%	-10%
Cc1ccc(S(=O)(=O)c2c(C)cc(C)nc2N2CCOCC2)cc1	-16	698	-1.4%	1.1	i	0.2	-4%	12	1	-0.3%	-2%	1%
Cc1cccc2nc(CSc3nnc(N)s3)cn12	-14	677	-6.6%	1	i	0.5	-18%	-8	3	0.6%	2%	-7%
CC(C)(C)N1CC(c2nc3ccccc3n2Cc2ccc(F)cc2)CC1=O (stereo unspecified)	13	803	0.6%	1.1	i	0.5	5%	5	-2	-1.7%	12%	5%
Cc1c(Cl)cccc1NC(=S)NCCC(c1ccccc1)c1ccccc1	-42	804	-3.1%	1.5	i	0.0	-10%	78*	56*	11%	-3%	-6%
CC(/C=C1\SC(=S)N(CCCC(=O)Nc2ccc(C(=O)O)cc2)C1=O)=C\c1ccccc1	-3	421	-0.3%	1	i	0.2	11%	29	-26	-0.1%	18%	2%
CCn1c(SCC(=O)Nc2nc(-c3ccccc3)cs2)nnc1-c1ccccc1	/	/	0.8%	1	i	7.6	-8%	3	-7	1.9%	4%	8%
O=C(NCC(=O)N(CC1CCCO1)C(C(=O)NC1CCCCC1)c1ccccc1)c1cccs1 (stereo unspecified)	/	/	2.8%	1	i	9.7	8%	-3	-12	0.2%[50 µM]	5%	10%
OCCC1CN(Cc2cccn2-c2cccnc2)CCN1C1CCCC1 (stereo unspecified)	10	690	/	/	i	0.5	/	/	/	0.2%	2%	/
CC1(C)CC(=O)c2cnc(NC(=O)Cc3ccc(Cl)cc3)nc2C1	-12	711	/	1	i	0.6	3%	-4	-9	0.2%	-2%	-2%
O=C(COC(=O)CCSc1ccc(Cl)cc1)NCc1ccc(Cl)cc1	19	678	-2.3%	1.2	i	0.3	24%	34	3	0.3%	-1%	10%
COc1ccccc1C(=O)NNC(=O)c1nn(Cc2ccccc2)c(=O)c2ccccc12	-8	652	5.1%	2.4	i	0.6	7%	4	-31	0.1%	-2%	17%
CN(C)S(=O)(=O)c1cccc(N2C(=O)CC3(CCCCC3)CC2=O)c1	-9	681	-6.0%	1.2	i	0.7	2%	6	16	-0.5%	1%	1%
C=C(C)CC1N(c2cccc(OC)c2)C(=O)C2C(C(=O)O)C3C=CC21O3 (stereo unspecified)	/	/	-0.3%	1.1	i	4.3	0%	15	4	2.3%	3%	3%
O=C(O)C1CC1C(=O)Nc1cc(F)ccc1F (stereo unspecified)	1	694	2.2%	1.1	i	0.3	-19%	10	15	-0.7%	2%	-12%
CCOC(=O)Nc1ccc(C(=O)Oc2ccccc2)c(O)c1	/	/	0.9%	1.1	i	3.5	11%	3	0	3.3%	4%	10%
C1=Nc2c(Nc3ccccc3)ncnc2Oc2ccccc21	/	/	0.8%	1	i	9.9	1%	-5	-10	1.3%	1%	8%
COc1ccccc1NC(=O)NC(=O)N(C(C)C)S(C)(=O)=O	/	/	-1.9%	1.2	i	6.0	-5%	-1	-10	6.8%	4%	-9%
Cc1ccc(OCCNC(=O)c2cccc(Oc3ccc(C(F)(F)F)cc3[N+](=O)[O-])c2)cc1	34	692	-2.5%	1.1	i	0.3	16%	3	3	-7.0%	-1%	6%
CCOC(=O)C1CN(S(=O)(=O)c2ccc(OC)cc2)c2cc(S(=O)(=O)CC)ccc2O1 (stereo unspecified)	/	/	-1.0%	1	i	1.5	11%	-5	-14	-0.4%	9%	6%
COC(=O)c1ccc2c(=O)n(CCCCCC(=O)NCc3ccc4c(c3)OCO4)c(=O)[nH]c2c1	-1	732	1.5%	1.1	i	0.7	8%	11	-1	0.6%	2%	6%
COc1ccc(NC(=O)/C(Cl)=C(/Cl)S(=O)(=O)Cc2ccccc2)cn1	0	541	-2.3%	1.1	?	/	12%	55	29	-0.1%	-7%	11%
Cc1ccnc2nc(C(=O)Nc3nnc(CC(C)C)s3)nn12	16	729	-1.0%	1.1	i	0.3	-2%	-5	3	0.3%	-2%	-2%
Cc1cccc(C(=O)N/C(=C\c2ccc(C)o2)C(=O)O)c1	2	739	/	/	i	0.2	/	/	/	0.4%	1%	/
c1ccc(CCc2ccccc2-c2nc(-c3ccccn3)no2)cc1	-5	649	/	1.1	i	0.3	11%	-9	14	0.5%	5%	15%
O=C(COC(=O)c1ccc(Cl)nc1)Nc1ncc(Cl)cc1Cl	-27	696	0.0%	1.1	i	0.2	-5%	-15	15	0.2%	8%	10%
CCC(C)(C)NC(=O)C(c1cccnc1)N(C(=O)c1csnn1)c1ccc(C)cc1 (stereo unspecified)	2	703	0.5%	1.1	i	0.5	-5%	3	5	0.3%	9%	-2%
CC1CCN(C(=O)COC(=O)c2ccc3c(c2)OCO3)CC1	10	696	-1.2%	1	i	0.6	-2%	-4	7	0.3%	-2%	-4%
Cc1cccc(OCC(=O)Nc2ccc3c(c2)OCCO3)c1	-11	699	/	1.1	i	1.2	15%	17	22	-0.6%	3%	8%

Continued.
smiles	Lipid droplet	Lipid droplet cells 6.5 µM	ER stress rescue	TNAP activation fold	Myeloid diff MLP	Myeloid diff MLP GFP+ MAC1+ %	PMI inhibitors	WT yeast gro inh	WT yeast gro inh mutant strain	UTI89 phage lysis	M1AAP inhibition	PMI inhibition
CN(c1ccccc1)c1ccc(/C=N/N2CCOCC2)cc1	10	733	-6.0%	1.1	i	0.5	-5%	-10	-1	1.5%[50 µM]	6%	3%
COc1cc(/C=N/NC(=O)C(=O)NCC2CCCO2)ccc1O (stereo unspecified)	16	711	-1.8%	1.1	i	2.3	8%	20	5	0.2%[50 µM]	5%	11%
CN(C)S(=O)(=O)c1ccc(NC(=O)Cn2c(-c3ccccc3)noc2=O)cc1	-22	759	-1.4%	0.9	i	1.2	-12%	1	3	-0.2%[50 µM]	7%	-11%
Cc1onc(-c2c(F)cccc2Cl)c1C(=O)Nc1cccc2nsnc12	/	/	0.3%	1.1	i	0.6	14%	-5	3	0.3%	5%	10%
COCCNS(=O)(=O)c1ccc(-c2ccc(Cl)cc2)cc1	-18	728	3.1%	1.1	i	0.9	13%	8	1	0.1%	9%	15%

Screening results as filed in PubChem.
